Screening results (PubChem BioAssay)
EBNA-1 inh: EBNA-1 DNA-binding inhibitors, primary screen, biochemical, fluorescence polarization | inhibition, % at 14.8 µM | 300,000 tested, 0.34% active; in the data active = inhibition above about 28%
LYPLA2 inh: LYPLA2 inhibitors, primary screen, counter-screen for PME1 inhibitor project, biochemical, fluorescence polarization, FP-Rh probe ABPP | inhibition, % at 5.9 µM | 320,000 tested, 0.38% active | Acyl-protein thioesterase 2 (Homo sapiens), O95372 | AID 2177, 2009 | recombinant LYPLA2;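 active = inhibition above the screen-wide mean plus 3 SD, limit set per campaign, cut at about 26% in these data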;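 also: 0% = LYPLA2 with DMSO and 100% = wells lacking LYPLA2 enzyme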
Target sequence (O95372 whole entry, looked up): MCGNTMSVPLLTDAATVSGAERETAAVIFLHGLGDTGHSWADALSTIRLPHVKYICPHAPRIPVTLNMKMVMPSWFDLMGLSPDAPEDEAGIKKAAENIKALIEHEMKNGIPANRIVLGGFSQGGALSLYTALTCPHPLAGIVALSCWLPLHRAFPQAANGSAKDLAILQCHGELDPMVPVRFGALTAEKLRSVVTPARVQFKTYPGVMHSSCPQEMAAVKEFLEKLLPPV
PAFAH1B3 inh: PAFAH1B3 enzyme inhibitors, primary screen, biochemical, fluorescence polarization, human; recombinant PAFAH1B3, FP-rhodamine probe; inhibition, % at 3.39 µM; 340,000 tested, 0.28% active;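 active = inhibition above the screen-wide average of all tested compounds plus 3 SD, cut at about 25% in these data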;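 also: 0% = enzyme with DMSO only and 100% = wells lacking PAFAH1B3 protein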
Target sequence (Q15102 whole entry, looked up): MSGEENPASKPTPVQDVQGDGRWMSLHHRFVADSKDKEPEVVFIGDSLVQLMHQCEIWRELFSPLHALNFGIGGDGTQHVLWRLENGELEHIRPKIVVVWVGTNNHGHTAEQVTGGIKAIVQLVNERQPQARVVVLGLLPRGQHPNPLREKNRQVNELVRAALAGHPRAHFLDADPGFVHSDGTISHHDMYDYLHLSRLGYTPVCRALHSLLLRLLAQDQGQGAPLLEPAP
PAFAH2 inh: PAFAH2 enzyme inhibitors, primary screen, biochemical, fluorescence polarization, human. AID 492956, 2010. 340,000 tested, 0.99% active. inhibition, % at 3.39 µM. Platelet-activating factor acetylhydrolase 2, cytoplasmic (Homo sapiens), Q99487. recombinant PAFAH2, FP-rhodamine activity probe;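 active = inhibition above the mean over all tested compounds plus 3 SD, cut at about 30% in these data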;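 also: inhibitors block probe labeling of enzyme so polarization drops; 0% = enzyme with DMSO and 100% = wells lacking PAFAH2 protein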
GSTO1 inh: inhibitors of recombinant GSTO1, primary screen, counter-screen for RBBP9 inhibitor project, biochemical, fluorescence polarization. inhibition, % at 5.96 µM. activity-based probe fluorescence polarization. 300,000 tested, 1.1% active;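 active = inhibition above the campaign mean inhibition plus 3 SD, cut at about 35% in these data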;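 also: 0% = GSTO1-1 with DMSO and 100% = wells lacking GSTO1-1 enzyme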
Target sequence (P78417 whole entry, looked up): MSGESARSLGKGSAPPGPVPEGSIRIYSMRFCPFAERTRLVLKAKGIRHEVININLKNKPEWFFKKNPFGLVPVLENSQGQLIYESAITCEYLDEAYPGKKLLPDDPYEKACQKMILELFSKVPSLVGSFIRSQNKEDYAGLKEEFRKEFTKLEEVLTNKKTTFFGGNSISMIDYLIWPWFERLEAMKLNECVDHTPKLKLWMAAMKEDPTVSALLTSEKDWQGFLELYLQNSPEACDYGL
PREPL inhibitor: PREPL enzyme inhibitors, primary screen, biochemical, fluorescence polarization | recombinant PREPL, fluorescence polarization activity-based probe | inhibition, % at 5.96 µM | 320,000 tested, 0.68% active; in the data active = inhibition above about 43%;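 also: 0% = enzyme with DMSO and 100% = wells lacking enzyme; many of its hits are not listed in these tables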
LYPLA1 counter: LYPLA1 inhibitors, primary screen, counter-screen for PME1 inhibitor project, biochemical, fluorescence polarization, FP-Rh probe ABPP. recombinant LYPLA1. Acyl-protein thioesterase 1 (Homo sapiens), O75608. inhibition, % at 5.9 µM. 320,000 tested, 0.16% active;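 active = inhibition above the mean of all tested compounds plus 3 SD, set per campaign, cut at about 14% in these data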;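 also: inhibitors block serine hydrolase probe labeling of LYPLA1 so polarization falls; 0% = enzyme with DMSO and 100% = wells lacking LYPLA1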
Target sequence (O75608 whole entry, looked up): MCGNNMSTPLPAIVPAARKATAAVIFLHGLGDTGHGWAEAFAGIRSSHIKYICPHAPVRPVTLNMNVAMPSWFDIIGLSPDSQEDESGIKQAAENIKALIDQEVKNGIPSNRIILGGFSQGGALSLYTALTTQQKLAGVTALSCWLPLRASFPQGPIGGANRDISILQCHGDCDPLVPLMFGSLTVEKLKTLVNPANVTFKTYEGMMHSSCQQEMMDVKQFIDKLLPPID
ZTA counter: counter-screen for EBNA-1 inhibitors: inhibitors of Epstein-Barr virus ZTA | inhibition, % at 11 µM | 320,000 tested, 0.15% active | ZTA-DNA binding, fluorescence polarization; in the data active = inhibition above about 33%
PAD4 inh: human PAD4 inhibitors, primary screen, biochemical, fluorescence polarization, 1536-well format. 330,000 tested, 0.41% active. AID 485272, 2010. inhibition, % at 6.36 µM. recombinant PAD4, RCA probe fluorescence polarization. Protein-arginine deiminase type-4 (Homo sapiens), Q9UM07;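 active = percent inhibition above a cutoff equal to the mean of all tested compounds plus 3 SD, cut at about 15% in these data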;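 also: 0% = PAD4 with RCA probe and DMSO and 100% = probe without PAD4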
* = called active by the depositor; · = no result given. Some of the compounds tested; the hit share may differ from the screen's.

SMILES | EBNA-1 inh | LYPLA2 inh | PAFAH1B3 inh | PAFAH2 inh | GSTO1 inh | PREPL inhibitor | LYPLA1 counter | ZTA counter | PAD4 inh
CCN(CC)CCCNC1CCS(=O)(=O)C1 (stereo not drawn) | 6 | -2 | 3 | 0 | -1 | 7 | -4 | 14 | 1
Cc1cc(Cl)ccc1NC(=O)CCCN1C(=O)CCC1=O | -3 | -4 | 2 | -3 | 0 | 6 | -1 | -4 | -1
Cc1ccc(SCC(=O)OC(C)C(=O)N2CCc3ccccc32)cc1 (stereo not drawn) | -7 | -2 | 8 | 3 | -6 | 3 | 0 | -4 | -6
CC12CC(c3ccccc3O1)N(C(=O)c1ccco1)C(=S)N2c1ccc(F)cc1 (stereo not drawn) | 3 | 5 | 3 | -3 | -1 | 7 | -1 | -21 | 3
N=c1c(C(=O)NCc2ccccc2)cc2c(=O)n3ccccc3nc2n1CCCN1CCOCC1 | 1 | 5 | -2 | -6 | 21 | 28 | -1 | 1 | 1
CC(=O)c1ccc(OCC(=O)Nc2c(C)nn(-c3ccccc3)c2C)cc1 | 5 | 5 | 8 | -5 | 0 | 3 | 1 | 2 | 2
Cc1cc2cc(CNC(=O)c3cccs3)ccc2[nH]1 | -7 | -5 | 5 | -10 | -6 | 6 | -5 | 5 | -7
Cc1ccc(C)c(N2CCN(S(=O)(=O)c3c(C)noc3/C=C/N(C)C)CC2)c1 | -10 | -5 | 6 | 1 | -11 | 16 | -6 | 6 | -8
CC(C)(C)c1ccc(C(=O)N2CCN(c3nc4ccccc4o3)CC2)cc1 | -10 | 7 | -1 | 3 | -1 | 9 | 1 | -8 | 1
CC1(C)Cc2c(sc3nc4n(-c5ccccc5)cnn4c(=O)c23)CO1 | 0 | 2 | 6 | -5 | 3 | -10 | 1 | 1 | 0
Cc1cc(Nc2ccccc2)n(CCC#N)n1 | -7 | -5 | 2 | -2 | 6 | -2 | -1 | 0 | -4
COc1cc(CN2CCC(n3nccc3NC(=O)CCCc3ccccc3)CC2)ccc1O | -8 | 1 | 7 | -10 | 3 | 20 | 2 | -3 | 0
O=C(CCSc1nc(-c2ccco2)cc(C(F)(F)F)n1)N1CCN(c2ccccc2)CC1 | -13 | 4 | 7 | 1 | -1 | -53 | 0 | -23 | -9
Cc1cc2c(cc1S(=O)(=O)N1CCN(c3ccccc3F)CC1)OCC(=O)N2 | 12 | 7 | -1 | -5 | 1 | -1 | 0 | 3 | 0
COc1ccc(NC(=O)c2c(C)nn(Cc3ccccc3)c2Cl)cc1S(=O)(=O)N1CCOCC1 | 2 | 5 | 8 | -1 | -1 | -10 | 1 | 9 | 2
O=C(O)CCC(=O)Nc1ccccc1C(=O)NC1CCCCC1 | -3 | -4 | 1 | 1 | 8 | 5 | -2 | -11 | -3
COc1ccc(/C=N/NC(=O)c2cccc(NC(C)=O)c2)c(C(=O)O)c1OC | -13 | -10 | 14 | 1 | -3 | 5 | 1 | -5 | -6
CCOC(=O)CC1C(=O)NCCN1S(=O)(=O)c1ccccc1 (stereo not drawn) | -1 | 7 | 2 | 8 | 1 | 6 | -2 | 0 | 6
Cc1nn2c(C)c(C(=O)Nc3ccccc3)cnc2c1C#N | -15 | -6 | 10 | 12 | 2 | 11 | -1 | 7 | -4
COCCN1C(=O)N[C@H](c2cccc(C(F)(F)F)c2)C(C(=O)OC)=C1C | -7 | 6 | · | · | 3 | -5 | 0 | -7 | 0
O=C(Nc1cccc(-c2ccc(N3CCOCC3)nn2)c1)c1ccccc1Cl | -6 | 6 | 13 | -2 | 0 | -10 | 0 | -12 | -6
CC(CC(=O)Nc1ccc(-c2ccno2)cc1)n1cccn1 (stereo not drawn) | -8 | 4 | 2 | -9 | 2 | 4 | -3 | -22 | 5
N#Cc1cccc(NC(=O)CC2CCCC2)c1 | -4 | -3 | 3 | -5 | 0 | 4 | -1 | 3 | -2
C[n+]1nc(Nc2ccccc2)sc1-c1ccc(O)cc1 | 1 | -10 | 1 | 7 | -4 | 5 | 0 | 1 | -1
OC1CCN(Cc2cccc3ccccc23)CC1 | 8 | 2 | 2 | 10 | -5 | 0 | 0 | 11 | -1
O=C(Cc1coc(-c2ccc(F)cc2)n1)NC1CCCCC1 | 1 | -1 | 0 | -1 | -1 | 9 | -1 | -2 | 3
COc1cc(-c2ccc(=O)[nH]n2)ccc1OC(F)F | 4 | 6 | 15 | -2 | 4 | 10 | 0 | 4 | -1
CC[C@@H]1C=C(C(=O)O)[C@H](c2ccc(Cl)cc2)N1S(=O)(=O)c1ccc(C)cc1 | · | · | 15 | -2 | · | 12 | · | · | -2
N#C/C(=C\c1cccnc1)c1nc2ccccc2[nH]1 | 7 | -2 | · | · | 2 | 56* | -2 | 14 | -6
COc1ccc(C(=O)CN(Cc2ccccc2)C2=NCCS2)cc1 | -17 | 9 | 0 | 7 | 4 | -20 | 2 | -8 | 3
CCOCCCNC(=O)C(Cc1ccccc1)NS(=O)(=O)c1ccc2c(c1)c(=O)n(C)c(=O)n2C (stereo not drawn) | -3 | 5 | -5 | -1 | 24 | 23 | -1 | 1 | 0
CCNC(=O)NC(=O)CSc1ccc(S(=O)(=O)N2CCOCC2)cn1 | · | · | 10 | 2 | · | 13 | · | · | 1
O=C(CCCN1C(=O)c2cccc3cccc(c23)C1=O)Nc1nccs1 | 12 | 4 | 0 | 5 | -6 | 4 | 2 | -5 | -1
CC(C)C[C@H](NC(=O)c1[nH]cnc1C(=O)N[C@@H](C)c1ccccc1)C(=O)OCc1ccccc1 | 1 | -16 | -2 | -1 | -6 | -5 | -9 | 8 | -2
Cc1cc(CO)nn1-c1ccc([N+](=O)[O-])cc1 | -9 | -6 | · | · | 1 | 11 | 0 | -12 | -1
CC1=C(C(=O)Nc2cc(C)ccn2)C(c2cnn(C)c2)C2=C(CC(c3ccccc3)CC2=O)N1 (stereo not drawn) | 1 | 4 | 3 | 3 | 3 | -1 | 4 | -16 | -3
Cc1ccc(/C=C/C(=O)Nc2ccc(O)c3c(=O)cc(-c4ccccc4Cl)oc23)cc1 | -1 | -17 | -5 | -10 | 5 | -9 | -12 | 3 | -1
COc1cc(C(c2oc(CO)cc(=O)c2O)c2oc(CO)cc(=O)c2O)cc(OC)c1OC | -7 | 1 | 0 | 3 | 3 | -2 | 0 | -8 | 3
CCOC(=O)Cc1csc(NC(=S)NC(=O)c2cc(OC)cc(OC)c2)n1 | 3 | 3 | 5 | 5 | -6 | -7 | -2 | 9 | -2
COC(=O)c1ccc(Cn2cc(Cl)cn2)cc1 | -5 | -3 | 3 | -11 | 1 | 7 | -6 | 11 | 2
CC(C)CC(=O)Nc1ccc(C(=O)NNC(=O)C(c2ccccc2)c2ccccc2)cc1 | -15 | 3 | 1 | -1 | -5 | -1 | -1 | 2 | -3
CC(C)Cc1cc(C(=O)O)n[nH]1 | -3 | -1 | -1 | -2 | -10 | -7 | 2 | -4 | -3
CCN1CCC(NC(=O)Nc2ccc(F)cc2F)CC1 | -15 | -3 | 4 | 2 | 5 | 15 | 2 | -8 | 0
O=C(/C=C/c1ccc([N+](=O)[O-])cc1)OCC(=O)N1CCCCCC1 | · | · | 11 | 15 | · | 17 | · | · | 1
COc1ccc(OCC(=O)N2CCN(C(=O)c3cccc(F)c3)CC2)cc1 | 3 | -4 | 4 | 10 | -7 | 3 | 3 | 7 | -8
O=C(O)Cc1ccc(NCc2ccccc2Cl)cc1 | -6 | -4 | 5 | -2 | 3 | -4 | -2 | 6 | 0
CCOc1ccc(NC(=S)N(CCc2c(C)[nH]c3ccccc23)Cc2ccco2)cc1 | 10 | 6 | 4 | 7 | 2 | 3 | 1 | 0 | 4
Cc1cc(N2CCOCC2)nc(N)n1 | 7 | 6 | 2 | -5 | 2 | 25 | 2 | -2 | 1
CCCCCCCOC(=O)C1=C(C)Nc2ncnn2C1c1cccs1 (stereo not drawn) | -6 | -2 | 5 | 2 | 3 | -6 | -2 | 13 | -7
Cc1ccc2c(c1)OC(c1ccc3c(c1)OCCO3)CC2=O (stereo not drawn) | 4 | 8 | 16 | 4 | 2 | 0 | -7 | -2 | -1

Continuation.
SMILES | EBNA-1 inh | LYPLA2 inh | PAFAH1B3 inh | PAFAH2 inh | GSTO1 inh | PREPL inhibitor | LYPLA1 counter | ZTA counter | PAD4 inh
C[C@H](CO)N1C[C@H](C)[C@@H](CN(C)Cc2ccccc2)Oc2c(NS(=O)(=O)c3cn(C)cn3)cccc2C1=O | · | · | 9 | 4 | · | 18 | · | · | -6
Cc1ccc(C)c(N(CC(=O)NN=C2CCN(C)CC2)S(=O)(=O)c2ccccc2)c1 | -1 | -9 | -1 | 9 | 3 | -1 | -1 | 6 | -4
COC(=O)c1sccc1S(=O)(=O)Nc1ccc(Cl)cc1 | -2 | 1 | 6 | -2 | 11 | -5 | 2 | 8 | -1
N#Cc1cc(-c2ccccc2)oc1NC(=O)c1ccco1 | 2 | 1 | 0 | 5 | -4 | 3 | -3 | -3 | -4
CN(C)c1ccc(CN(CC2CCCO2)C(=O)c2cccs2)cc1 (stereo not drawn) | -13 | -4 | 0 | -11 | 9 | 1 | 0 | -2 | 0
Cc1c(C(=O)Nc2ccccc2)sc2nc(-c3ccccc3)cn12 | 4 | -10 | 4 | -3 | -13 | 8 | -9 | -7 | 6
C[N+]1(CCCCCCC(=O)/C=N/O)CCCCCC1 | -12 | -6 | 7 | -3 | 4 | 1 | -1 | 3 | -4
O=C(Cc1cnn(-c2ccccc2)c1)c1ccc(O)c(O)c1O | 0 | -12 | 5 | 22 | 50* | 17 | -13 | 7 | -7
Cc1ccc(Sc2nc(-c3ccccc3)ccc2C#N)cc1 | 5 | -7 | -2 | 2 | -2 | -2 | -2 | -2 | -2
Cc1ccc(-c2csc(NC(=O)c3ccc(S(=O)(=O)N4CCc5ccccc54)cc3)n2)cc1 | -6 | -67 | -39 | -59 | -17 | 5 | -38 | 1 | -6
CCCSc1nc2cc(C)c(C)cc2n1CC(O)CO (stereo not drawn) | 4 | 2 | 7 | 8 | 3 | 6 | 0 | 3 | -1
CC(=O)Nc1ccccc1C(=O)C(=O)NCCc1ccccc1 | 14 | 1 | -5 | 1 | 9 | 5 | 0 | 1 | -3
COc1ccc(S(=O)(=O)NC(C)C(=O)NCc2cccnc2)cc1Cl (stereo not drawn) | -6 | -2 | 3 | -2 | 4 | -1 | 6 | 7 | 6
Cc1cc2cc(CN(Cc3ccc4c(c3)OCO4)C(=O)c3ccco3)c(=O)[nH]c2cc1C | -7 | -9 | 8 | -2 | 10 | -9 | -4 | 18 | 0
CCN(CC)C(=O)c1cc(-c2ccc(Br)cc2)on1 | 5 | 3 | 1 | 7 | 7 | 7 | 3 | 8 | 1
